Source: PubChem BioAssay
Autophagy HCS = autophagy modulators in MEF cells, primary screen, imaging, high-content, MEF GFP-LC3. calls only at 10 µM (by protocol). MEF GFP-LC3 puncta imaging; test concentration mostly 10 µM. actives 0.98% (n = 190,000);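 active = percentage of spot-positive cells more than 3 SD above its plate mean, without a fluorescence outlier flag or 80% toxicity; inconclusive = no clear call, values can overlap the other calls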;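 also: spot-positive cell cutoff set from DMSO-treated cells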
WT yeast gro inh = growth inhibition of WT strain, primary screen, mitochondrial fusion inhibitor project, WT and mutant strains, chemical genetic. inhibition, % at 10 µM. actives 2.1% (n = 190,000). mitochondrial fusion phenotypic screen. AID 1362, 2008; in the data active = inhibition above about 58%; tested in S. cerevisiae
Yfh1-depleted yeast = enhancers of respiration in Yfh1-depleted yeast, dose response, Friedreich's ataxia, plus single-dose screen (AID 1465); S. cerevisiae Yfh1-off respiration, WST-1 reduction, 72 h; higher fold induction means a stronger effect; fold induction at 50 µM, or EC50 in µM where a hit was titrated; actives 0.074% (n = 220,000);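 active = fold induction of absorbance versus untreated yeast above a set limit, then at least 30% activation at any dose in follow-up; inconclusive = repeats straddling the limit, or above it without dose testing; inactive = fold induction below the set limit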;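 also: activators that raise dye reduction in frataxin-depleted yeast; strong numbers were not always called active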
Insulin prom up = insulin promoter activators in MIN6 cells, imaging, high-content screening, mouse beta cells; z-score at 5 µM; AID 1625, 2009; actives 0.3% (n = 190,000); MIN6 insulin promoter-GFP reporter; stronger effect = higher value;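 active = z-score above 3 at 5 µM with at least 500 cells counted in the well; inconclusive = wells under 500 cells, flagged as cytotoxic or low count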
Dynein transport = inhibitors of GR-EGFP nuclear translocation, primary screen, dynein cargo transport inhibitor project, imaging, high-content, 3617.4 mouse cells; test concentration mostly 20 µM; stimulated with dexamethasone, 1 µM; stronger effect = lower value; z-score, hits read low; actives 0.47% (n = 220,000);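 active = plate z-score of nuclear minus cytoplasmic receptor signal below a set negative limit, without overly bright fluorescence or cell loss, cut at about -3.5 in these data, passing the limit was not always enough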;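 also: z-score of nuclear minus cytoplasmic ring GR-EGFP intensity difference per well; some compounds called inactive have numbers as strong as hits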
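medium = tetracycline-free induction medium containing charcoal-stripped FBS | probe or stimulus = dexamethasone, 1.0 µM final | timing = 48 h induction, then 1 h compound, then 30 min agonist, 37 °C | detection = automated 10x imaging of fixed Hoechst-stained cells | read-out basis = nuclear versus cytoplasmic GR-EGFP signal, averaged per well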
AID2073 = inhibitors of Mint1-CaV2.2 protein interaction, biochemical, HTRF (AID 2073). Voltage-dependent N-type calcium channel subunit alpha-1B (Homo sapiens). actives 0.19% (n = 290,000). HTRF protein-protein interaction, Mint1-CaV2.2; higher % means a stronger effect. one-dose inhibition, % at 20 µM; IC50 in µM for titrated hits; in the data active = inhibition mostly above about 51%, no sharp cut-off; inconclusive = no clear call, values can overlap the other calls; inactive = mostly below about 53%; also: some results filed as inactive read as strong as hits
HIV fusion peptide = inhibitors of HIV fusion peptide binding, primary screen, biochemical, uHTS, fluorescence dequenching (AID 1986) | cell-free peptide binding, fluorescence dequenching, 30 min; higher % means a stronger effect | one-dose inhibition, % at 20 µM; IC50 in µM for titrated hits | actives 0.3% (n = 290,000); in the data active = inhibition mostly above about 52%, no sharp cut-off; inactive = mostly below about 76%; also: some results filed as inactive read as strong as hits
bCat nuc transl = modulators of beta-catenin nuclear translocation, primary screen, imaging, HeLa cells, immunofluorescence, high-content. nuclear translocation activity, % at 5 µM. actives 0.3% (n = 190,000). AID 1665, 2009;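 active = nuclear translocation activity above 50% at 5 µM, with a well cell count of 50 or more; inconclusive = wells under 50 cells across six images, flagged as toxic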;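 also: per-cell ratio of nuclear to cytoplasmic median beta-catenin stain intensity; plate controls were DMSO negative control for no effect and GSK-3 inhibitor IX positive control for full effect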
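Signal – beta-catenin immunofluorescence imaging with DAPI · Test system – human HeLa cell line · Dosing – 5 µM primary single dose, 0.1% DMSO, 0.02–20 µM confirmation series · Measure – % activation, nuclear-to-cytoplasmic median beta-catenin signal ratio per cell · Incubation – 24 h compound exposure at 37°C, 5% CO2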
MT stabilize HCS = microtubule stabilizers in HeLa cells, primary screen, imaging, high-content imaging; % tubulin-high responders, % at 10 µM; HeLa tubulin immunostaining HCS, 24 h; share of cells brighter than vehicle mean+2SD; actives 0.83% (n = 200,000);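 active = plate Z-score above 3 for both tubulin-high and condensed-nucleus cell shares, with cell loss under 80%, at 10 µM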;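 also: anti alpha tubulin signal scored within the nucleus-defined area of each cell; some results filed as inactive read as strong as hits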
WT yeast gro inh mutant strain = second read-out of WT yeast gro inh, no call of its own (marks repeat the call); inhibition, %; mitochondrial fusion phenotypic screen, mutant strain inhibition
Dynein transport cytoplasmic EGFP = recorded beside Dynein transport, whose call it bears; z-score; measured here: cytoplasmic GR-EGFP intensity; stronger effect = higher value
Dynein transport nuclear GR-EGFP = second read-out of Dynein transport, no call of its own (marks repeat the call); z-score; measured here: nuclear GR-EGFP intensity;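 lower value marks the stronger effect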
Dynein transport cell count = further read-out of Dynein transport, marked with its call; z-score; measured here: cell count per field
Insulin prom up cell count = further read-out of Insulin prom up, marked with its call; cell count; measured here: cytotoxicity, nuclei count;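 total cells summed across four imaged fields per well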
bCat nuc transl cell count 5 µM = second read-out of bCat nuc transl, no call of its own (marks repeat the call); cell count; measured here: cell count, cytotoxicity flag
MT stabilize HCS Hoechst-high % = further read-out of MT stabilize HCS, marked with its call; % Hoechst-high responders; measured here: nuclear condensation Hoechst responders;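 share of cells brighter than vehicle mean plus two SD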
MT stabilize HCS cytotoxicity % = second read-out of MT stabilize HCS, no call of its own (marks repeat the call); toxicity, %; measured here: cytotoxicity by cell density;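 0% = mean cell density of plate MIN control wells and 100% = no cells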
Autophagy HCS cell loss 18 h = second read-out of Autophagy HCS, no call of its own (marks repeat the call); toxicity, %; measured here: cell loss, nuclei count;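 cell loss after 18 h compound exposure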
The depositor's hits bear a star; i = inactive; ? = inconclusive; . = no result given; + = active, no number.

SMILES | Autophagy HCS | Autophagy HCS cell loss 18 h | WT yeast gro inh | WT yeast gro inh mutant strain | Yfh1-depleted yeast | Insulin prom up | Insulin prom up cell count | Dynein transport | Dynein transport cytoplasmic EGFP | Dynein transport nuclear GR-EGFP | Dynein transport cell count | AID2073 | HIV fusion peptide | bCat nuc transl | bCat nuc transl cell count 5 µM | MT stabilize HCS | MT stabilize HCS Hoechst-high % | MT stabilize HCS cytotoxicity %
CCC(C)NC(=O)COC(=O)Cc1sc(N)nc1-c1ccc(C)cc1 (stereo not drawn) | i | 4 | 6 | -19 | i | 0.52 | 1336 | -0.52 | -0.3 | -0.55 | 0.93 | -21% | 23% | -2.7 | 553 | 1.9 | 1.1 | 3.4
Cc1ccccc1Cn1cc(NC(=O)c2nc3ncccn3n2)cn1 | i | -9 | -8 | 2 | i | 0.2 | 876 | -0.57 | 0.21 | 0.039 | 0.25 | 2% | -1.3% | 2.0 | 1070 | 2.4 | 1.9 | 11
Cc1ccc2nc(-c3cccc(S(=O)(=O)N(C)C)c3)cn2c1 | i | 26 | . | . | i | -0.31 | 939 | 0.077 | -0.18 | 0.31 | -0.73 | 14% | 30% | -0.4 | 845 | 4.8 | 3.3 | 5.1
CC1(OC(=O)CCc2ccccc2)C(=O)C=C2C=C(c3ccsc3)OC=C2C1=O (stereo not drawn) | . | . | . | . | i | -0.2 | 1025 | 0.33 | -0.62 | 0.31 | -0.6 | 39% | 59% | 0.6 | 1143 | . | . | .
Fc1ccc(N2CCN(c3ccc4c(C(F)(F)F)cc(C(F)(F)F)nc4n3)CC2)cc1 | i | 3 | 12 | 8 | i | . | . | 1.8 | -0.092 | 0.82 | -2.5 | 2% | -0.8% | . | . | 2.3 | 1.2 | 1.9
O=C(NCc1nc(-c2ccccc2)no1)c1cccs1 | i | 9 | -8 | -12 | i | 0.81 | 1275 | 0.25 | -0.099 | 0.38 | -0.81 | -7% | -3.1% | -2.6 | 1208 | 1.7 | 2.5 | 3.1
CC1=CC(c2ccccc2)NC(=S)N1 (stereo not drawn) | i | 14 | 15 | 8 | i | 0.19 | 1345 | 2.1 | -0.11 | 0.88 | -1.6 | -14% | -0.2% | 1.3 | 1105 | 3.1 | 1.9 | 5.8
C/C(=N\N1CCN(C2c3ccccc3-c3ccccc32)CC1)c1cccnc1 | i | 1 | 6 | -1 | i | 0.44 | 1151 | 0.38 | -0.2 | -0.037 | -0.03 | -7% | -0.2% | -4.2 | 1377 | 1.7 | 1.2 | 0.6
COc1ccccc1CNC(=O)c1cc2c(=O)[nH]c3ccccc3c2n1C | i | 5 | -16 | 0 | i | . | . | -0.78 | -0.32 | -0.57 | 0.3 | 22% | -3.1% | -3.0 | 923 | 3.4 | 1.4 | 5.9
CCOC(=O)N(NC(=O)C(O)(C(C)C)C(C)C)c1ccccc1 | i | 3 | 2 | 2 | i | -0.53 | 1129 | 0.54 | -0.27 | -0.089 | -0.65 | 1% | 0.6% | -0.1 | 1030 | 1.2 | 2.1 | 2.8
N#Cc1c(NC(=O)CN2CCN(C(=O)c3ccco3)CC2)sc2c1CCCCC2 | i | 4 | -1 | -3 | i | -0.49 | 1136 | -0.57 | -0.19 | 0.44 | 0.57 | -3% | -2.2% | 0.9 | 1121 | 4.5 | 3.5 | 5.6
COc1cccc(-c2cc(C(=O)NC3CCCC3)no2)c1 | i | 0 | 2 | -3 | i | 1.1 | 1337 | -1.2 | 0.022 | -0.41 | 1.7 | 4% | -2.1% | -1.0 | 1106 | 1.7 | 1.9 | 10
C=CCn1c(SCc2c(C)noc2C)nc2sc3c(c2c1=O)CCC(C)C3 (stereo not drawn) | i | 40 | 0 | -16 | i | . | . | -0.25 | -0.21 | -0.014 | 0.57 | 15% | -0.3% | -0.3 | 1136 | 31* | 27* | 44*
CCOC(=O)C(CCSC)NC(=O)CN (stereo not drawn) | i | -3 | -2 | -18 | i | -0.57 | 1010 | -0.98 | -0.29 | 0.11 | 0.68 | 0% | -0.6% | -0.5 | 1103 | 1.4 | 1.9 | 7.5
Cc1ccc(C)c(OCCCC(C)(C)C(=O)O)c1 | i | -1 | -12 | -7 | i | . | . | -0.63 | -0.21 | 0.23 | 0.33 | 6% | 1.2% | . | . | 3.0 | 1.5 | 3.3
Cc1ccc(-n2c(SCc3cc(=O)n4ccsc4n3)nnc2-c2cccnc2)c(C)c1 | i | 0 | 1 | 19 | . | -0.47 | 1196 | 0.15 | -0.22 | 0.22 | -0.072 | 5% | 1.9% | 0.4 | 1046 | 2.7 | 2.0 | 11
Cn1nnnc1SCC(=O)Nc1ccc(Oc2ccc(Cl)cc2)cc1 | i | 1 | -5 | -16 | i | . | . | -0.13 | -0.26 | -0.27 | 0.93 | -3% | -3.3% | . | . | 2.4 | 1.5 | 3.9
COc1cc([N+](=O)[O-])ccc1NC(=O)/C=C\C(=O)O | i | 2 | -16 | 5 | i | -0.05 | 1525 | -0.16 | -0.27 | 0.21 | -0.16 | -5% | -0.5% | -4.5 | 1156 | 5.6 | 2.8 | 4.5
Cc1nn(Cc2ccccc2)c(C)c1NC(=O)c1cc(-c2ccco2)on1 | i | -2 | 9 | 1 | i | 0.08 | 1145 | -0.54 | -0.08 | -0.3 | 0.032 | 10% | 7.2% | -3.7 | 1283 | 4.0 | 1.9 | 4.9
CC(C)(C)C(=O)Cn1ncc(Cl)c(Cl)c1=O | + | 7.7* | 2 | -5 | i | ? | . | -6.1* | 1.2* | -2.5* | -0.76* | 0% | -1.1% | 5.1 | 1002 | 2.8 | 2.7 | 6.3
CCN(CC)S(=O)(=O)c1cccc(C(=O)NCC2CCCO2)c1 (stereo not drawn) | i | -10 | 6 | 9 | i | . | . | -0.37 | 0.22 | 0.21 | -1.1 | 0% | 1.7% | . | . | 2.3 | 1.2 | 2.9
Cc1ccc(-c2nn(-c3ccccc3)cc2C2CC(c3cccs3)=NN2C(=O)CCCC(=O)O)cc1 (stereo not drawn) | i | 4 | -6 | 2 | i | -0.14 | 839 | 0.25 | -0.29 | 0.21 | 0.43 | 10% | 20% | 0.1 | 1127 | 1.1 | 1.6 | 4.8
CCn1c(=O)n(CC)c2cc(S(=O)(=O)N3CCc4ccccc43)ccc21 | i | 7 | 12 | 3 | i | -1.5 | 1815 | 0.31 | -0.27 | 0.53 | -0.3 | -3% | 0.9% | -0.9 | 1138 | 3.0 | 1.9 | 49
COc1ccc(S(=O)(=O)N2CCOC2CNC(=O)C(=O)NCCCn2ccnc2)cc1OC (stereo not drawn) | i | 1 | -5 | -9 | i | 0.6 | 1248 | -0.26 | 0.23 | 0.89 | 0.11 | -3% | 0.6% | -3.0 | 531 | 2.0 | 2.4 | 8.1
O=S(=O)(Cc1ccc(Cl)cc1)c1ncc(CO)n1Cc1ccccc1 | i | -2 | -10 | -5 | i | 0.09 | 1582 | -0.92 | -0.27 | 0.056 | 0.23 | -2% | 0.0% | -3.3 | 1103 | 3.8 | 3.6 | 6.3
C/C(=N\Nc1ccccc1)c1cc2ccccc2oc1=O | i | -22 | 2 | -4 | i | 0.73 | 1474 | 0.2 | -0.22 | 0.57 | -0.074 | 4% | -1.2% | 0.2 | 1052 | 1.0 | 1.2 | 4.3

One compound at a time, from the list above. Order of values: Autophagy HCS	Autophagy HCS cell loss 18 h	WT yeast gro inh	WT yeast gro inh mutant strain	Yfh1-depleted yeast	Insulin prom up	Insulin prom up cell count	Dynein transport	Dynein transport cytoplasmic EGFP	Dynein transport nuclear GR-EGFP	Dynein transport cell count	AID2073	HIV fusion peptide	bCat nuc transl	bCat nuc transl cell count 5 µM	MT stabilize HCS	MT stabilize HCS Hoechst-high %	MT stabilize HCS cytotoxicity %
`Cc1ccc(-n2c(SCc3cc(=O)n4ccsc4n3)nnc2-c2cccnc2)c(C)c1` across the screens: i	0	1	19	.	-0.47	1196	0.15	-0.22	0.22	-0.072	5%	1.9%	0.4	1046	2.7	2.0	11
`Cc1nn(Cc2ccccc2)c(C)c1NC(=O)c1cc(-c2ccco2)on1` across the screens: i	-2	9	1	i	0.08	1145	-0.54	-0.08	-0.3	0.032	10%	7.2%	-3.7	1283	4.0	1.9	4.9
`COc1cc([N+](=O)[O-])ccc1NC(=O)/C=C\C(=O)O` across the screens: i	2	-16	5	i	-0.05	1525	-0.16	-0.27	0.21	-0.16	-5%	-0.5%	-4.5	1156	5.6	2.8	4.5
